PTK2B oligo ant = blocks oligomerization of human Pyk2 in cells; Q293 cells, Pyk2 FERM NanoBiT luminescence; active compounds read low; z-score (the deposit names both 25 µM and 10 µM); 99,000 tested, 0.83% active;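 active = Z-score of -3 or lower, scaled per plate to the spread of control and sample wells; inactive = z-score above -3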;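 note: negative z-score means lost luminescence so less FERM oligomerization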
CYP2C9 inhib = blocks human cytochrome P450 2C9 | CYP2C9 Supersomes, luciferin-H conversion, luminescence | 96,000 tested, 20% active | AID 777 | inhibition, % at 5 µM;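 active = blocking of liver enzyme CYP2C9 beyond about 50% at 5 µM, limit read from the data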; note: values of inactives mirror those of a sister screen read the other way
Target sequence (P11712 whole entry, looked up): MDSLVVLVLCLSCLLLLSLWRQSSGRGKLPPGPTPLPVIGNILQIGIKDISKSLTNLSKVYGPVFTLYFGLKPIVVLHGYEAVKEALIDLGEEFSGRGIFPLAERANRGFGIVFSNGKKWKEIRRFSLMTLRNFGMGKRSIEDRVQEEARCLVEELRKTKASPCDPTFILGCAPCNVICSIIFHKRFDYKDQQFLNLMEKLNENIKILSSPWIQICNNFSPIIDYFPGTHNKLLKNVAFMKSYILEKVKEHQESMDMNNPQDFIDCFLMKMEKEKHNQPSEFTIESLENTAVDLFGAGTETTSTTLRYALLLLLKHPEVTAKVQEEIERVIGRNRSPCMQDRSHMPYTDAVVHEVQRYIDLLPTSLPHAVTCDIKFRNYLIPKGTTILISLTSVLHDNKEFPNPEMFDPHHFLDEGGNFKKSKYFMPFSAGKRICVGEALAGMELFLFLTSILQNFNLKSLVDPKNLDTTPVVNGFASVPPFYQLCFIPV
hDAT+cocaine = human DAT dopamine uptake with cocaine, either direction; 110,000 tested, 1.3% active; B-score at 10 µM; Q01959; LLC-PK1 hDAT cells, [14C]-dopamine uptake with cocaine IC80; actives deviate in either direction; AID 449768;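 active = Z score or B-score, a plate-position-corrected score, falls beyond the plate's 99.7% confidence bounds, in either direction; inactive = both scores lie inside the 99.7% bounds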;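 note: scored against the spread of the other compound wells on the same plate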
Target sequence (Q01959 whole entry, looked up): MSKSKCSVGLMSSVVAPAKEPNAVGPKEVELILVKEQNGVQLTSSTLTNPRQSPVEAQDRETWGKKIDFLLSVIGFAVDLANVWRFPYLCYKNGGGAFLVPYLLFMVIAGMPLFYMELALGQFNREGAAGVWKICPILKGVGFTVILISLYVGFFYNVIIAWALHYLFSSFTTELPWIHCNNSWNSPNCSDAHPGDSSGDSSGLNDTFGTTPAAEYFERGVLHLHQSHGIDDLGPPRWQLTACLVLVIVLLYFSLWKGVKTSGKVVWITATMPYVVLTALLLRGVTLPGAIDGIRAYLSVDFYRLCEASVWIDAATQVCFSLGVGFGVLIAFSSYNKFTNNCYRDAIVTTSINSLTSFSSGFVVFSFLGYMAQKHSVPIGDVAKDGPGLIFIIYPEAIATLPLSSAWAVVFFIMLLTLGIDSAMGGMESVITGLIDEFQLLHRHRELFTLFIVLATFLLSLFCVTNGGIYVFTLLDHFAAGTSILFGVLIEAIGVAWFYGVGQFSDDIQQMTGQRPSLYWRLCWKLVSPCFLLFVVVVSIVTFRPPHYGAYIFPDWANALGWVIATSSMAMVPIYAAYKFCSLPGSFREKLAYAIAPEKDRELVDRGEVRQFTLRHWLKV
CYP2C9 activ = activators of human CYP2C9 | P11712 | recombinant CYP2C9, luciferin-H conversion, luminescence; active compounds read high; factor 1 = untreated enzyme, 0 = blocked | activation factor at 5 µM | 96,000 tested, 1.4% active;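 active = activation factor of 2 or more for CYP2C9 at a 5 µM dose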;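 note: 0 = sulfaphenazole-blocked wells and 1 = vehicle-only wells; values of inactives mirror those of a sister screen read the other way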
PostGolgi yeast = growth inhibition of a yeast mutant, post-Golgi transport screen. 98,000 tested, 0.9% active. inhibition, % at 10 µM. post-Golgi transport phenotypic cell assay. AID 739;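 note: yeast cells grown in 1536-well plates; yeast grown about 18 h at 30C before absorbance read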
LYP inh 2 = LYP (human) phosphatase inhibition | recombinant LYP catalytic domain, DiFMUP fluorescence | AID 640 | inhibition, % at 2 µM | 96,000 tested, 0.21% active | Q9Y2R2;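 active = inhibition at 2 µM at or above a set limit, the screen mean plus 3 SD, cut at about 24% in these data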;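 note: 0% = DMSO with enzyme and 100% = enzyme fully blocked by orthovanadate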
PostGolgi ctrl = growth of the yeast control strain, post-Golgi counter-screen. efflux-deficient yeast background strain, growth absorbance A615, 16 h. inhibition, % at 10 µM. 98,000 tested, 5% active
E coli WT exp = blocks growth of wild type E. coli BW25113; OD600 absorbance; growth inhibition, % at 100 µM; 98,000 tested, 0.15% active;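 active = growth inhibition above about 50% at one test dose, limit read from the data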;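 note: growth measured after 20 h incubation at 37 °C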
LYP act = LYP (human) phosphatase activation. Q9Y2R2. recombinant LYP, DiFMUP fluorescence; 0 = plate median, 100 = signal doubled. activation, % at 2 µM. 96,000 tested, 0.11% active;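 active = activation at 2 µM above a set limit, the mean plus 5 SD, cut at about 37% in these data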
* = called active by the depositor; . = no result given. Cut-off read from the data, not from the text of the source, unless noted: active = inhibition above about 30%; inactive = the rest. Rows were taken by chance. About 24% of those tested had a hit in this group.

The line under a structure holds: PostGolgi yeast	E coli WT exp	PTK2B oligo ant	hDAT+cocaine	LYP act	PostGolgi ctrl	CYP2C9 activ	CYP2C9 inhib	LYP inh 2
- COc1cc2[nH]c(=O)n(CCC(=O)N3CCN(c4cc(Cl)ccc4C)CC3)c(=O)c2cc1OC
  3.2	1.0	-1.6	.	5.2	17.1	.	.	1.1
- Cc1cc(C(=O)CN2C(=O)NC3(CCCc4ccccc43)C2=O)c(C)n1Cc1ccccc1 (centres undefined)
  -7.5	-8.0	0.36	1.62	-4.2	12.2	0.3	70.6*	0.4
- Cc1nnc(NCCO)c2ccccc12
  -3.1	3.0	0.46	0.283	0.5	4.8	1.1	-5.4	-0.6
- Cc1ccnc(NC(=O)c2ccc(COc3ccc(Cl)cc3)o2)c1
  -0.8	-3.0	-0.88	0.0156	10.1	2.4	0.7	25.2	-9.3
- COC(=O)CNC(=O)Cn1ccc2ccccc2c1=O
  -2.5	8.0	0.29	-1.94	-4.7	15.6	1.1	-10.8	2.6
- Cc1cccc(NC(=O)CN2C(=O)N/C(=C/c3cc(C)n(C(C)C)c3C)C2=O)c1
  1.1	-1.0	0.57	0.289	-2.1	2.0	0.3	71.0*	0.8
- CCCc1nc(SCc2cccnc2)c2c(=O)n(C)c(=O)n(C)c2n1
  22.7	-6.0	.	-0.0266	1.4	-0.3	0.1	89.5*	-3.9
- Nc1ccccc1C(=O)NCc1ccccc1
  -8.3	0.0	0.26	0.563	-8.1	-4.5	1	-0.1	9.6
- COc1ccc(NC(=O)CCCCn2c(=O)[nH]c3ccccc3c2=O)cc1
  1.6	-12.0	-1.18	-7.72*	-7.4	3.4	0.3	66.5*	8.5
- O=c1c2ccccc2c2ccccc2c(=O)n1Cc1ccco1
  3.1	-2.0	-0.31	-0.225	.	18.3	0.3	72.7*	.
- Cc1cc(C(=O)N2CCOCC2)n(-c2ccccc2)n1
  -2.3	2.0	.	0.119	9.3	-9.9	0.9	8.8	-10.9
- COC(=O)c1ccc2c(c1)NC(=O)C(N1CCCC1)S2 (centres undefined)
  -0.3	-1.0	0.6	-0.457	4.5	13.6	0.8	15.0	-6.9
- Cc1ccc(-n2ncc3c(NCc4ccco4)ncnc32)c(C)c1
  -0.7	0.0	.	-0.0437	.	11.1	0.9	13.0	.
- C=CCN(c1ccc(C(=O)N2CCCC2)cc1)S(C)(=O)=O
  5.2	-1.0	1.7	-0.908	-11.5	38.7*	1	3.9	10.9
- O=c1[nH]c(/C(=N\O)c2ccccc2)no1
  -7.3	17.0	-0.33	0.929	.	-0.8	0.9	7.8	.
- CC(C)(C)c1ccc(C(=O)N2CCNCC2)cc1
  1.1	3.0	1.04	-0.537	-6.4	-0.6	0.6	35.9	2.7
- CCOc1ccc2nc(SCC(=O)NC(=O)NCc3ccco3)sc2c1
  5.8	-17.0	0.6	-0.182	1.9	27.7	1.4	-36.3	-4.5
- CCOC(=O)c1[nH]c2ccc(OC)cc2c1NC(C)=O
  -12.4	-2.0	-1.08	-1.21	-5.3	7.5	1.1	-14.5	4.0
- COc1ccc(NC(=O)c2cc(S(=O)(=O)N3CCS(=O)(=O)CC3)ccc2Cl)cc1
  -5.6	-5.0	0.49	1.25	1.7	6.7	0.8	20.7	1.5
- Cc1cccc2cc(C(c3nnnn3Cc3ccccc3)N3CCN(c4ccccc4)CC3)c(=O)[nH]c12 (centres undefined)
  -10.8	-6.0	0.64	0.732	-6.1	2.3	0.5	50.4*	6.6
- CCc1ccccc1OCc1nc2ccc(S(=O)(=O)N3CCOCC3)cc2[nH]1
  -7.1	-11.0	-0.22	0.351	5.3	9.7	0.5	49.1	-2.8
- Cc1ccc(C(=O)Nc2nc(C)c(C)s2)o1
  -2.7	12.0	-0.24	0.75	0.4	0.1	0.7	32.0	0.6
- CCC(c1nnc(SCC(=O)N2CC(=O)Nc3ccccc32)n1Cc1ccccc1)N(C)C (centres undefined)
  -7.7	6.0	0.33	1.55	-12.7	1.9	0.7	30.7	12.0
- COc1cccc(N(CC(=O)N2CCc3ccccc3C2)S(C)(=O)=O)c1
  -0.8	0.0	-0.09	0.47	-9.8	2.6	0.9	14.5	10.7
- O=C1Cc2ccccc2Sc2ccccc21
  3.0	1.0	0.95	-0.136	2.3	19.5	1	-3.5	0.3
- CCOC(=O)CN(C(=O)Cn1nnc(-c2ccc(OC)cc2)n1)C(C(=O)NC1CCCC1)c1ccc(F)cc1 (centres undefined)
  .	.	-0.84	0.0285	0.0	.	.	.	-5.2
- CC(C)NC(=O)NC1C2CC3CC(C2)CC1C3 (centres undefined)
  -6.3	-4.0	1.14	-0.242	1.1	6.6	1.1	-10.0	-1.2
- CC(C)c1ccc(NC(=O)CCNS(=O)(=O)c2cccc3nonc23)cc1
  4.1	0.0	0.72	-1.24	1.9	1.0	.	.	-6.6
- CCCCn1c(N)c(-c2nc3ccccc3s2)c2c([N+](=O)[O-])nn(C)c(=O)c21
  -9.0	-11.0	-0.8	-0.12	-1.8	4.3	0.6	35.1	2.5
- COC(=O)c1nc2n(n1)C(c1ccc(OC)c(OC)c1OC)C1=C(CCCC1=O)N2 (centres undefined)
  -6.5	-5.0	0.33	0.0406	.	-7.8	0.7	28.0	.

Reformatted: 3 of the compounds above.
> C=CCN(c1ccc(C(=O)N2CCCC2)cc1)S(C)(=O)=O
  PostGolgi yeast: 5.2
  E coli WT exp: -1.0
  PTK2B oligo ant: 1.7
  hDAT+cocaine: -0.908
  LYP act: -11.5
  PostGolgi ctrl: 38.7*
  CYP2C9 activ: 1
  CYP2C9 inhib: 3.9
  LYP inh 2: 10.9
> O=c1[nH]c(/C(=N\O)c2ccccc2)no1
  PostGolgi yeast: -7.3
  E coli WT exp: 17.0
  PTK2B oligo ant: -0.33
  hDAT+cocaine: 0.929
  LYP act: .
  PostGolgi ctrl: -0.8
  CYP2C9 activ: 0.9
  CYP2C9 inhib: 7.8
  LYP inh 2: .
> CC(C)(C)c1ccc(C(=O)N2CCNCC2)cc1
  PostGolgi yeast: 1.1
  E coli WT exp: 3.0
  PTK2B oligo ant: 1.04
  hDAT+cocaine: -0.537
  LYP act: -6.4
  PostGolgi ctrl: -0.6
  CYP2C9 activ: 0.6
  CYP2C9 inhib: 35.9
  LYP inh 2: 2.7

The list goes on:
The line under a structure holds: PostGolgi yeast	E coli WT exp	PTK2B oligo ant	hDAT+cocaine	LYP act	PostGolgi ctrl	CYP2C9 activ	CYP2C9 inhib	LYP inh 2
- O=C(CCc1nc(-c2cccs2)no1)NCc1ccc(F)cc1Cl
  3.7	-7.0	.	0.0253	-1.2	14.3	0.3	66.2*	0.6
- COC(=O)c1nc2n(n1)C(c1ccccc1OC)C1=C(CCCC1=O)N2 (centres undefined)
  2.6	5.0	0.79	-0.346	.	-1.6	1	3.7	.
- CCOC(=O)C1=C(Nc2ccc(C)cc2)CC(C)(O)C(C(=O)OCC)C1c1ccccc1 (centres undefined)
  3.8	-13.0	-0.19	-0.404	-11.6	4.5	1.1	-6.9	13.7
- CCCn1c(=O)c(C(=O)NCc2ccccn2)c(O)c2ccccc21
  -4.5	-6.0	-1.52	0.632	1.8	10.2	0.8	17.9	-4.7
- Cc1ccc(S(=O)(=O)N2c3ccccc3OCC2C(C)(C)C)cc1 (centres undefined)
  -0.3	-10.0	-0.68	0.0232	11.2	5.3	.	.	-9.5
- Cc1ccc(C(=O)Oc2oc(-c3ccco3)nc2C=Nc2ccccc2)cc1
  4.3	-4.0	.	-0.267	0.7	5.0	0.9	8.9	1.0
- COC(=O)c1cc[n+](CC(=O)c2ccccc2)cc1
  1.1	3.0	-0.63	0.144	1.2	1.6	1	-1.3	1.7
- COC(=O)c1ccc(NC(=S)NC(=O)c2cc(-c3ccccc3)nc3ccccc23)cc1
  -10.9	-7.0	-0.15	-0.929	-0.8	4.0	0.8	19.8	-0.6
- CCN1C(=O)c2cccc3c(NC(=O)c4ccc5c(c4)OCCO5)ccc1c23
  0.3	-21.0	0.86	0.672	.	1.8	1	2.8	.
- COC(=O)c1cc(-c2ccccc2)on1
  3.3	-2.0	1.72	-0.00899	4.9	11.6	0.9	5.5	-0.6
- CNC(=S)N1CCN(c2ccccc2OC)CC1
  -2.0	2.0	0.47	-0.587	1.7	-2.2	0.8	22.8	-1.6
- Cc1cccc(-n2c(CCCN3C(=O)c4ccccc4C3=O)nc3ccccc3c2=O)n1
  0.9	-5.0	0.02	.	-1.2	0.8	0.6	39.3	0.2
- c1ccc(-c2nc(-n3ccnc3)nc(-n3ccnc3)n2)cc1
  3.9	-6.0	-1.72	1.81	.	11.2	0.5	48.6	.
- Cc1ccc(-n2nnc3ccccc3c2=O)cc1C
  5.0	-8.0	-0.29	-0.714	.	9.6	1.1	-8.2	.
- COc1ccc(NC(=O)C2OCCc3ccccc32)c(OC)c1 (centres undefined)
  1.2	3.0	-1.99	0.154	-1.7	12.0	1	0.3	-1.8
- COC(=O)c1ccccc1S(=O)(=O)N(Cc1cc2ccc(OC)cc2[nH]c1=O)CC1CCCO1 (centres undefined)
  1.3	6.0	-0.63	1.24	.	8.6	0.1	89.7*	.
- Cc1sc2ncnc(N(C)Cc3ccco3)c2c1C
  6.1	0.0	-0.18	-0.863	6.4	-6.7	0.2	78.4*	-6.9
- O=C(Nc1nc(-c2ccccn2)cs1)c1ncc(Cl)c(Cl)c1Cl
  82.5*	0.0	1.24	0.118	-25.5	38.7*	1.5	-46.3	27.0*
- Cc1ccc(C)c2c(SC(C)C(=O)NCc3ccco3)nc(-c3ccccc3)nc12 (centres undefined)
  .	.	-0.93	-0.286	5.4	.	.	.	-6.0
- CCCNC(=O)Cn1cnc2sc(C(=O)Nc3cc(OC)c(OC)c(OC)c3)c(C)c2c1=O
  4.2	-7.0	-0.14	0.258	0.5	3.0	0.5	48.4	-3.1
- c1ccn2c(CNc3ncnc4sccc34)nnc2c1
  0.5	10.0	0.27	-0.697	.	-1.0	.	.	.
- O=C(Oc1ccccc1)c1ccccc1OS(=O)(=O)c1ccccc1
  -7.2	-4.0	-1.93	0.816	14.9	25.6	0.4	58.7*	-14.2
- COC(=O)/C=C1/S/C(=N/NC(=O)c2ccccc2C)NC1=O
  3.5	-10.0	-0.33	-0.958	-8.6	2.5	0.2	78.3*	9.7
- CCOc1ccc(NC(=O)c2ccccc2OCC(=O)c2ccc(C)cc2)cc1
  -0.5	-2.0	0.75	-0.27	1.7	15.4	0.9	11.8	-4.8
- COC(=O)CSc1nnc(-c2ccc(OC)cc2OC)o1
  7.0	6.0	2.11	-0.459	-1.4	-7.4	1.1	-9.5	-2.4
- COC(=O)c1ccc(NC(=O)CN(c2ccc(C)cc2)S(=O)(=O)c2c(C)nn(C)c2C)cc1
  20.6	-8.0	-1.07	0.00537	0.7	5.8	0.7	26.5	-1.6
- CCCCCn1c(Sc2ncccn2)nc2c1c(=O)[nH]c(=O)n2C
  11.4	-6.0	0.51	0.235	-13.3	-0.9	.	.	12.9
- Cc1cc(C)cc(N(CC(=O)NC2CCC(C)CC2)S(=O)(=O)c2c(C)noc2C)c1 (centres undefined)
  2.1	-5.0	.	-0.915	.	-4.8	0.9	11.5	.

3 compounds drawn at random from those above, as already listed:
The line under a structure holds: PostGolgi yeast	E coli WT exp	PTK2B oligo ant	hDAT+cocaine	LYP act	PostGolgi ctrl	CYP2C9 activ	CYP2C9 inhib	LYP inh 2
- CCOC(=O)C1=C(Nc2ccc(C)cc2)CC(C)(O)C(C(=O)OCC)C1c1ccccc1 (centres undefined)
  3.8	-13.0	-0.19	-0.404	-11.6	4.5	1.1	-6.9	13.7
- Cc1ccc(C(=O)Oc2oc(-c3ccco3)nc2C=Nc2ccccc2)cc1
  4.3	-4.0	.	-0.267	0.7	5.0	0.9	8.9	1.0
- O=C(Oc1ccccc1)c1ccccc1OS(=O)(=O)c1ccccc1
  -7.2	-4.0	-1.93	0.816	14.9	25.6	0.4	58.7*	-14.2

Individual results from the list.
`Cc1cc(C)cc(N(CC(=O)NC2CCC(C)CC2)S(=O)(=O)c2c(C)noc2C)c1` (centres undefined) | PostGolgi yeast: 2.1
`COC(=O)c1cc[n+](CC(=O)c2ccccc2)cc1` | LYP inh 2: 1.7

From PubChem BioAssay
